LDHA block – qHTS assay for inhibitors of human lactate dehydrogenase. purified LDHA, NADH/diaphorase-resazurin fluorescence; stronger effect = lower value. activity change, % (values are at about 110 or 230 µM). 480,000 compounds, 0.15% hits; in the data active means activity change below about -30%; inconclusive means mostly about -25% to -30%;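 further: plate controls were DMSO wells for no effect and wells without enzyme for full effect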
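LDH5 2 nM; NADH 0.06 mM, pyruvate 0.2 mM; 200 mM Tris pH 7.4, EDTA, Tween-20; 5 min RT. Detection: diaphorase 0.133 mg/mL + resazurin 37 µM, fluorescence ex540/em590 at 0 and 20 min; normalized to enzyme-free and DMSO wells.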
* marks the source's active call; other numbers are inactive results; ? = inconclusive. These rows are one share of the data (hit frequency here may not be typical).

1: CCOC(=O)c1cccc(-n2cnc(/C=C3\NC(=O)N(CC(=O)O)C3=O)c2)c1
  LDHA block: -3

2: O=C(Nc1cccc2ncccc12)c1ccc(Oc2ccccc2)cc1
  LDHA block: 6

3: O=C(O)Cn1cc(C(C(=O)O)N2CCN(c3ccc(F)cc3)CC2)c2ccc(F)cc21 (configuration not stated)
  LDHA block: -3

4: COc1ccc(CCNC(=O)c2ccc3c(=O)n(-c4ccccc4)c(=O)[nH]c3c2)cc1OC
  LDHA block: 2

5: CN(C(=O)c1ccc(F)cc1)C1CCCCC1
  LDHA block: -10

6: COc1ccc(C(=O)Oc2ccc3c(=O)c(-c4ccccc4)coc3c2)cc1
  LDHA block: -9

7: Cc1ccc(NC(=O)CC(O)(c2nccn2C)C(F)(F)F)cc1 (configuration not stated)
  LDHA block: -14

8: CCn1c(SCc2ccccc2F)nc2cc(S(N)(=O)=O)ccc21
  LDHA block: 10

9: O=C(c1ccccc1)N(Cc1cccnc1)Cc1cc2ccccc2[nH]c1=O
  LDHA block: -3

10: CC(C)=CC1C(C(=O)Nc2c(C)cc(C)cc2C)C1(C)C (configuration not stated)
  LDHA block: 4

11: CC1CCN(Cc2ccc(C(=O)O)cc2)CC1
  LDHA block: 2

12: O=C(Nc1nnc(C2CC2)s1)c1ccc(Cl)c(S(=O)(=O)N2CCCC2)c1
  LDHA block: -1

13: N#Cc1cccc(NCc2c(F)cccc2Cl)c1
  LDHA block: 5

14: Cc1cc(C(O)(C(F)(F)F)C(F)(F)F)cc(C)c1OC(=O)c1ccccc1F
  LDHA block: 0

15: COc1cccc(OC)c1OC(=O)c1ccc(C#N)cc1
  LDHA block: 15

16: O=C(/C=C/c1cccc(Cl)c1Cl)c1ccc(OC(F)F)cc1
  LDHA block: 14

17: N#Cc1ccnc(N2CCN(C(=O)Nc3ccccc3)CC2)c1
  LDHA block: 3

18: NCc1ccccc1-c1ccc(CN2CCCC2)cc1
  LDHA block: 6

19: CNC(=O)c1ccc(-c2nc(CN3CCN(C(=O)Nc4ccc(C)c(F)c4)CC3)c(C)o2)cc1
  LDHA block: 11

20: Cc1cccc(-c2ocnc2C(=O)NCC(C)c2ccccc2)c1 (configuration not stated)
  LDHA block: -2

Part of the list above, bar-delimited.
# | smiles | LDHA block
16 | O=C(/C=C/c1cccc(Cl)c1Cl)c1ccc(OC(F)F)cc1 | 14
17 | N#Cc1ccnc(N2CCN(C(=O)Nc3ccccc3)CC2)c1 | 3
18 | NCc1ccccc1-c1ccc(CN2CCCC2)cc1 | 6

Next part:
21: COc1cc(C)ccc1OCc1ccc(C(N)=O)cc1
  LDHA block: -12

22: Cc1c(NC(=O)C2CCN(S(=O)(=O)Cc3ccc(F)cc3)CC2)c(=O)n(-c2ccccc2)n1C
  LDHA block: 7

23: O=C(NCCOc1ccccc1F)c1n[nH]c(=O)c2ccccc12
  LDHA block: -5

24: O=C(NC1CCSc2ccccc21)c1cc2c(s1)CCC2 (configuration not stated)
  LDHA block: -1

25: Oc1ccc(Cl)cc1C=NCc1ccc(F)cc1Cl
  LDHA block: -5

26: COc1cc(-c2ccc3ncnc(NCC4CCCO4)c3c2)cc(OC)c1OC (configuration not stated)
  LDHA block: -1

27: Cc1ccc(/C=N/N(c2ccccc2)c2ccccc2)cc1
  LDHA block: -2

28: COC(=O)c1ccc(CNC(=O)c2ccc3c(c2)CCCC3)cc1
  LDHA block: -4

29: CN(CCC1CCCCN1C)Cc1cccc(C#N)c1 (configuration not stated)
  LDHA block: 5

30: Clc1ccc2c(NN=C3CCCC3)ccnc2c1
  LDHA block: 2

31: CN(C)c1cc(CNC(=O)/C=C/c2cccc(F)c2)ccn1
  LDHA block: 5

32: CCN(CC)c1ccc(NC(=O)c2cc3cc(F)ccc3[nH]2)cc1
  LDHA block: 11

33: COc1cccc(C2CCCN2Cc2nc(-c3cccc(Cl)c3)no2)c1 (configuration not stated)
  LDHA block: -3

34: COc1ccccc1NS(=O)(=O)c1ccc2oc(SCCOc3ccccc3F)nc2c1
  LDHA block: -23

35: O=S(=O)(NCC(O)Cn1c2ccc(Cl)cc2c2cc(Cl)ccc21)c1ccccc1 (configuration not stated)
  LDHA block: 4

36: Cc1c2c(=O)n(-c3ccc(Cl)cc3)[nH]c2cc(=O)n1Cc1ccc(F)cc1
  LDHA block: -23

37: COc1ccc(C(=O)N2CCN(Cc3nc(N)c4ccccc4n3)CC2)cc1
  LDHA block: 6

38: O=c1oc2cc(O)ccc2c(O)c1-c1ccccc1
  LDHA block: 3

39: CCOC(=O)c1cn[nH]c1S(=O)(=O)N1CCCC1
  LDHA block: 9

40: Cc1ccc(-c2cc(C(=O)Nc3cccc(C#N)c3)c3ccccc3n2)o1
  LDHA block: -2

41: COc1ccc(CNC(=O)C=C(C)C)cc1
  LDHA block: 1

42: C=CC[n+]1c(C)ccc2ccc(C)cc21
  LDHA block: 3

43: Cc1cc(C(=O)NC2CCN(Cc3ccccc3)CC2)c2c(C)nn(-c3ccccc3)c2n1
  LDHA block: 6

44: CC(=O)Nc1ccc(NC2=C(C(N)=O)S(=O)(=O)c3ccccc32)cc1
  LDHA block: -18

45: COc1ccc(-c2noc(CN(C(=O)c3ccco3)C(C)C)n2)cc1OC
  LDHA block: 0

46: COC(=O)CC1CCNCC1
  LDHA block: -4

47: CN(C)S(=O)(=O)c1ccc2oc(SCC(=O)N3CCCC3=O)nc2c1
  LDHA block: -6

48: CCOc1ccc2oc(=O)cc(CN3CCN(CC(=O)Nc4ccc(F)cc4C)CC3)c2c1
  LDHA block: 3

49: CSc1ccc(C)c(C(=O)NCC(C)C)c1
  LDHA block: -2

50: CCOCCSc1nc2c(c(=O)[nH]c(=O)n2C)n1Cc1ccccc1
  LDHA block: 1

Of the compounds above, these have a COOH group.
1: CCOC(=O)c1cccc(-n2cnc(/C=C3\NC(=O)N(CC(=O)O)C3=O)c2)c1
  LDHA block: -3

3: O=C(O)Cn1cc(C(C(=O)O)N2CCN(c3ccc(F)cc3)CC2)c2ccc(F)cc21 (configuration not stated)
  LDHA block: -3

11: CC1CCN(Cc2ccc(C(=O)O)cc2)CC1
  LDHA block: 2

Continued:
51: O=[N+]([O-])c1ccc([S+](=O)([O-])N2CCN([S+](=O)([O-])c3ccc4c(c3)OCCO4)CC2)c([N+](=O)[O-])c1
  LDHA block: -6

52: CCn1cnc2c(Nc3ccc(CC(=O)N=C(N)N)cc3)nc(C#N)nc21
  LDHA block: -1

53: Cc1ccc2oc(=O)cc(N3CCOCC3)c2c1
  LDHA block: 6

54: O=C(O)c1cccc(CS(=O)(=O)c2ccccc2)c1
  LDHA block: 3

55: Cc1nn(C)c(C)c1C(=O)NCc1cc(Cl)c2c(c1)OCCCO2
  LDHA block: 1

56: O=C(CCc1nc(CSc2n[nH]c(-c3cccc(F)c3)n2)no1)Nc1cccc2ccccc12
  LDHA block: 4

57: CCOc1ccc(-c2nc(C#N)c(NCc3ccccc3Cl)o2)cc1
  LDHA block: ?

58: Cc1ccc(NS(=O)(=O)c2ccc(NC(C)c3ccc(C)o3)c([N+](=O)[O-])c2)c(C)c1 (configuration not stated)
  LDHA block: -2

59: COc1ccc(NC(=O)Cc2cnc(-n3cccc3)s2)cc1
  LDHA block: -23

60: CC(C)CCn1nc(C(=O)Nc2nc(-c3ccc(F)cc3)cs2)c2ccccc2c1=O
  LDHA block: 3

61: Cc1ccc(COC(=O)CSc2cnc3ccccc3n2)cc1
  LDHA block: -2

62: CC(=O)Nc1ccc(CNC(=O)c2cc(=O)[nH]c3ccccc23)cc1
  LDHA block: 7

63: Cc1c(CC(=O)N2CCC(O)(c3ccc(Cl)cc3)CC2)c(=O)oc2cc(O)c(Cl)cc12
  LDHA block: 15

64: CCC(C)NC(=O)CSc1nc(-c2ccccc2)[nH]c1S(=O)(=O)c1ccc(C)cc1 (configuration not stated)
  LDHA block: 7

65: Cc1ccc(Nc2cc(C)nc3nc(-c4ccco4)nn23)c(Cl)c1
  LDHA block: -10

66: CC1CCCC(NC(=O)c2cc3c(Cl)nc4ccccc4c3s2)C1C (configuration not stated)
  LDHA block: -1

67: CCOc1ccccc1N(CC)C(=O)Cn1nc(Cc2ccncc2)c2ccccc2c1=O
  LDHA block: 0

68: COc1ccc(-c2nc3cc(NC(=O)CC(C)C)ccc3o2)cc1
  LDHA block: -3

69: Cc1cc(C)cc(CC(CC(=O)O)C(=O)O)c1 (configuration not stated)
  LDHA block: 3

70: CCc1cc(=O)oc2cc(C)cc(OCC(=O)NCCCN(C)C)c12
  LDHA block: -1

71: CC(C)(C)c1cc(CCC(N)=O)cc(C(C)(C)C)c1O
  LDHA block: -19

72: CC(C)(C)CNC(=O)c1nc[nH]c1C(=O)N1CCOCC1
  LDHA block: 10

73: CC(Sc1nnc(Nc2ccccc2F)s1)C(=O)N(C)c1ccccc1 (configuration not stated)
  LDHA block: 3

74: O=C(Nc1ccc(-c2nc3ccccc3[nH]2)cc1)c1ccc(Oc2ccccc2)cc1
  LDHA block: -7

75: COc1ccccc1C(=O)COC(=O)c1cc(S(N)(=O)=O)ccc1F
  LDHA block: 3

76: Cc1cc(-n2c(C)cc(-c3csc(NC4CC4)n3)c2C)no1
  LDHA block: 0

77: CN(CC(=O)Nc1ccccc1)C(=O)c1cc2c(s1)CCCCC2
  LDHA block: 8

78: CCCCCCCCOc1ccc(C(CC(=O)c2ccccc2)CC(=O)c2ccccc2)cc1
  LDHA block: -14

79: O=C(Cc1cccc2ccccc12)N(Cc1ccc2cc[nH]c2c1)C1CC1
  LDHA block: 8

80: NC(=O)C1CCN(c2ncc(-c3cccc(N4CCCCC4)c3)s2)CC1
  LDHA block: 5

81: O=C(/C=C/c1ccccc1)Nc1cccc(Oc2ccccc2)c1
  LDHA block: 4

82: O=C(c1cc2c(s1)CCCC2)N1CCN(c2ncccn2)CC1
  LDHA block: 6

83: NC(=O)CCN(Cc1ccccc1)C(=O)NCC(F)(F)F
  LDHA block: -3

84: CN(C)c1cccc(C(=O)OCc2ccc(C#N)cc2)c1
  LDHA block: -21

85: CCOC(=O)c1noc2nc(C)n(Cc3nc(-c4ccc(OC)c(OC)c4)oc3C)c(=O)c12
  LDHA block: 2

86: Cc1c([S+](=O)([O-])N2CCN([S+](=O)([O-])c3c(F)cccc3F)CC2)sc2ccc(Cl)cc12
  LDHA block: -5

87: O=Cc1c(-c2cccc(Br)c2)[nH]c2ccccc12
  LDHA block: 41

88: COc1ccccc1OCCN1C(=O)C2(SC(NC(C)=O)=NN2C(C)=O)c2cc(Cl)ccc21 (configuration not stated)
  LDHA block: -9

89: O=[N+]([O-])c1ccc2nonc2c1Nc1ccccc1Cl
  LDHA block: ?

90: CCC(C)Nc1ccc2c(cc1=O)[C@@H](NC(C)=O)CCc1cc(OC)c(OC)c(OC)c1-2 (some centres not stated)
  LDHA block: 17

91: Cc1ccc(C(=O)n2nc(NCc3ccccc3)nc2NCc2ccccc2)cc1
  LDHA block: -13

92: O=C(COC(=O)Cc1n[nH]c(=O)c2ccccc12)NC(=O)NC1CCCC1
  LDHA block: -2

93: CCCCc1cc(=O)oc2cc(OCC(=O)c3ccc(OC)cc3)ccc12
  LDHA block: 16

94: CCNC(=S)Nc1cccc(C#N)c1
  LDHA block: -2

95: O=C(/C=C/c1ccc(Cl)c(Cl)c1)c1ccccc1OC(F)F
  LDHA block: 1

96: CCc1nn2c(=O)cc(CNc3ccc4c(c3)OCCCO4)nc2s1
  LDHA block: -3

97: Cc1ccccc1CNC(=O)c1cnc2ccccc2n1
  LDHA block: -12

98: O=CNc1ccc(O)cc1
  LDHA block: -3

99: Oc1ccccc1OCCOCCOc1ccccc1O
  LDHA block: 3

100: Cc1c(C(N)=O)[n+](=O)c2ccccc2n1[O-]
  LDHA block: -8

Exported with bars between the fields: part of the list above.
no. | SMILES | LDHA block
29 | CN(CCC1CCCCN1C)Cc1cccc(C#N)c1 (configuration not stated) | 5
58 | Cc1ccc(NS(=O)(=O)c2ccc(NC(C)c3ccc(C)o3)c([N+](=O)[O-])c2)c(C)c1 (configuration not stated) | -2
56 | O=C(CCc1nc(CSc2n[nH]c(-c3cccc(F)c3)n2)no1)Nc1cccc2ccccc12 | 4
11 | CC1CCN(Cc2ccc(C(=O)O)cc2)CC1 | 2
3 | O=C(O)Cn1cc(C(C(=O)O)N2CCN(c3ccc(F)cc3)CC2)c2ccc(F)cc21 (configuration not stated) | -3

3 structures already listed, ordered by formula weight, lowest first:
94: CCNC(=S)Nc1cccc(C#N)c1
  LDHA block: -2

95: O=C(/C=C/c1ccc(Cl)c(Cl)c1)c1ccccc1OC(F)F
  LDHA block: 1

92: O=C(COC(=O)Cc1n[nH]c(=O)c2ccccc12)NC(=O)NC1CCCC1
  LDHA block: -2

Next part
101: COc1ccc(C)cc1NC(=O)C(=O)c1cn(CC(=O)N2CCOCC2)c2ccccc12
  LDHA block: 0

102: CC(C(=O)c1ccccc1)C1(O)C(=O)Nc2ccc(Cl)cc21 (configuration not stated)
  LDHA block: 6

103: Cc1ccc(C(C)C)cc1OCCN
  LDHA block: -2

104: O=C(CC1CC2CCC1C2)Nc1ccc(F)cc1 (configuration not stated)
  LDHA block: 6

105: Cc1cc(NC(=O)C(C)Sc2nc(NC3CC3)c3ccccc3n2)no1 (configuration not stated)
  LDHA block: -1

106: COc1cc(OC)c(NC(=O)Cn2nc3ccc(SC4CCCCC4)nn3c2=O)cc1Cl
  LDHA block: 0

107: CC(Oc1ccc(C#N)cc1)C(=O)c1cccc(Cl)c1 (configuration not stated)
  LDHA block: -2

108: COC(=O)c1ccc(/C=C2\CCc3c(C)cc(C)cc3C2=O)cc1
  LDHA block: 0

109: Cc1cccc2[nH]c(COc3ccc(F)cc3)nc12
  LDHA block: 2

Screening results: PubChem BioAssay, National Center for Advancing Translational Sciences (NCATS)
